SDO1 yeast rescue: growth rescue of sdo1-depleted yeast, primary screen, S. cerevisiae, bone marrow failure model | z-score at 10 µM | 0.21% of 140,000 active | S. cerevisiae sdo1-depleted JHY4D growth rescue, OD600 30 h; active compounds read high; pdr5 snq2 efflux-pump mutant strain;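 active = z-score above 3 at both the 24 hr and the 30 hr optical density reads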;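 note: z-score against mean and SD of all compound wells on the same plate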
INS promoter inh: inhibitors of insulin promoter-driven GFP, primary screen, imaging, TRM-6 cells (human fetal islet line), eGFP reporter, cell count. 0.9% of 130,000 active. reporter expression induced with tamoxifen. inhibition, % at 2 µM;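 active = inhibition above the mean plus 3 SD, with well images judged a real hit on visual review, cut at about 60% in these data, passing the limit was not always enough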
SDO1 yeast rescue Rescue 24 h: second read-out of SDO1 yeast rescue, no call of its own (marks repeat the call); z-score; S. cerevisiae sdo1-depleted JHY4D growth rescue, OD600; measured here: growth rescue at 24 h;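 0 is the plate mean of compound wells and units are plate SD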
* = called active by the depositor; nt = no result given. Only part of the results is shown (hit frequency here may not be typical).

SMILES	SDO1 yeast rescue	SDO1 yeast rescue Rescue 24 h	INS promoter inh
COC(=O)c1cc([N+](=O)[O-])ccc1N1CCN(Cc2ccccc2)CC1	0.69	0.47	19
COCCCn1ccc(O)c(Cc2ccc(F)cc2)c1=O	0.48	1.1	39
O=C(NC(=S)N1CCCc2ccccc21)c1ccc(Br)cc1	-1.6	-1.7	nt
CCOc1ccc(NC(=O)NCCCSC2CCCCC2)cc1	-0.32	-0.32	49
Cc1ccccc1CSc1nsc(N)n1	-0.2	-0.23	31
CCCc1cc(=O)oc2cc(Oc3ncccn3)ccc12	0.38	-0.04	-155
O=C(N/N=C\c1cccc(Cl)c1)c1ccc(Cn2cc(Br)c([N+](=O)[O-])n2)o1	-0.54	-1	0
COc1cc(/C=C/C(=O)OCC(=O)Nc2c(C)n(C)n(-c3ccccc3)c2=O)ccc1OCC#N	nt	nt	-85
O=C(O)CN1C(=O)C2C3CC(C2C1=O)C1C(c2ccc(F)cc2)c2sc(=O)[nH]c2SC31 (stereo not given)	nt	nt	-23
CCOc1ncccc1C(=O)OCC(=O)c1ccccc1	nt	nt	-24
O=C(Nc1ccc(Oc2ccc3c(c2)C(=O)N(c2ccc(O)cc2)C3=O)cc1)c1cccs1	-0.52	0.32	nt
COC(=O)c1cc2c(ccn2-c2ccc(F)cc2)n1CC(=O)C(C)(C)C	nt	nt	26
O=C(COc1ccc2c(c1)CCC2)N1CCN(c2ccccc2F)CC1	-0.05	0.63	17
O=C(Oc1cccc(C(=O)N2CCOCC2)c1)c1ccc(Br)cc1	0.45	-0.22	26
CC(=O)c1c(C)[nH]c(C(=O)N2CCN(c3ncccn3)CC2)c1C	0.98	0.47	nt
CCCN(CCC)c1nc2ccccc2n2c(C)nnc12	-1.7	-1.1	-12
CCCCN(c1ccccc1)c1ncnc(N)c1[N+](=O)[O-]	-1.2	-1.1	nt
COc1ccc(S(=O)(=O)NC2(C(F)(F)F)N=C(c3ccccc3)NC2=O)cc1 (stereo not given)	-0.78	-0.88	-7
CC1CCCCN1C(=S)NCCc1ccccc1 (stereo not given)	-0.06	0.37	nt
O=C(NC(=S)Nc1ccccc1N1CCOCC1)c1ccc([N+](=O)[O-])cc1	-1.6	-0.27	-8
Cc1ccccc1NC(=S)C1=C(O)c2sccc2N(C)S1(=O)=O	-0.49	-0.54	17
O=C(Nc1nc(-c2cccc(Br)c2)cs1)Oc1ccccc1	-0.13	0.12	nt
CCc1cccc(NC(=O)c2ccc(Br)o2)c1	-0.09	-0.7	53
COc1cc2cc3c(N)c(C(=O)NCc4ccco4)sc3nc2cc1OC	-0.39	-0.95	nt
COCC(C)NS(=O)(=O)c1ccc(C)cc1 (stereo not given)	-0.13	-0.45	-13
O=C(N/N=C/C=C/c1ccccc1)c1cc2c(ccc3ccccc32)o1	-1	-0.04	-53
Cc1ccc(C2C(C(=O)c3sc(C)nc3C)=C(O)C(=O)N2CCN(C)C)o1 (stereo not given)	0.99	1.2	3
O=C(Cc1ccccc1)Nc1nonc1NC(=O)c1ccccc1	-0.21	-1.2	-31
COc1ccc(NS(=O)(=O)c2ccc(NC(=S)NC(=O)c3ccc(F)cc3)cc2)nn1	-0.14	-0.17	-41
Cc1cccc(-n2cc(CN3CCN(C(=O)c4ncn[nH]4)CC3)c(-c3cccc(F)c3)n2)c1	nt	nt	0
Cc1cc(/C=C2/NC(=O)N(c3ccccc3)C2=O)c(C)n1-c1cccnc1	0.25	0.56	-11
CCOc1ccccc1NS(=O)(=O)c1cccs1	0.68	1.1	-372
Cc1ccc(-c2noc(COc3ccccc3C)n2)cc1	0.21	1.2	-53
COc1ccc(-c2ccc(=O)n(Cc3cc(=O)n4ccccc4n3)n2)cc1	0.08	-0.76	0
Cc1c(/C=N/n2cnnc2)c2ccccc2n1CCOc1ccccc1	-2.5	-1.6	-64
CC(C)NC(=S)Nc1ccc2nc3n(c(=O)c2c1)CCCCC3	0.57	0.7	14
Cn1cc(S(=O)(=O)CC(=O)Nc2ccc3c(c2)OCCO3)c2ccccc21	0.89	-0.17	35
O=C(O)c1ccc(CN2C(=O)CSC2=S)cc1	0.7	0.35	nt
Cc1ccc(N2C(=O)C3NN=C(C(=O)OCc4ccccc4)C3C2=O)c(C)c1 (stereo not given)	-0.47	-0.77	20
CCC(C)Nc1nc(SC(C(C)=O)C(C)=O)nc(N(C)C)n1 (stereo not given)	-0.32	-0.55	23
CCOC(=O)C1=C(C)NC(=O)NC1c1ccc2c(c1)OCCO2 (stereo not given)	0.7	-0.69	nt
COc1cc(C(C)=O)ccc1Oc1ncnc2c1cnn2-c1ccccc1	-0.39	-0.68	12
CN(C)c1ccc(CNC(=O)c2ccc(CNc3c(N4CCCCC4)c(=O)c3=O)cc2)cc1	-0.19	-0.9	nt
CN(C)S(=O)(=O)c1ccc(C(=O)OCC(=O)Nc2ccccc2OC(F)F)cc1	-0.37	-0.67	-18
CCOc1ccc(-n2c(SC(C)C)nc3c(c2=O)SCC3)cc1	-1.5	-0.73	nt
Cc1ccccc1C(=O)Nc1cccc(-c2ccc3nncn3n2)c1	nt	nt	38
Cc1cccc(NC(=O)/C(C#N)=C\c2cn(CC(=O)O)c3ccccc23)c1	nt	nt	0
O=C(CSc1nc(Nc2ccccc2)nc(N2CCOCC2)n1)Nc1ccc2c(c1)OCCO2	-0.2	-0.23	25
COc1ccccc1Oc1ccc2c(c1)C(=O)N(c1ccc(Br)c3cccnc13)C2=O	0.34	1.2	-69
CCOC(=O)c1nnn(-c2nn3nnnc3c3ccccc23)c1C	0.64	-0.24	nt
CCOC(=O)c1ccc(NC(=O)CC2C(=O)OCCN2CC)cc1 (stereo not given)	nt	nt	24
Cc1cc(C)cc(C(=O)N2CC(C)OC(C)C2)c1 (stereo not given)	-0.2	-0.15	56
CN(C)S(=O)(=O)c1cccc(NC(=O)CCNC(=O)c2ccccc2Cl)c1	0.53	0.33	nt
CN(CCNC(=O)C1(O)c2ccccc2NC(=O)N1c1ccccc1)Cc1ccccc1 (stereo not given)	0.31	-0.26	nt
CC1(C)Cc2nc(N3CCCC3)c(C#N)cc2CO1	nt	nt	33
COCCn1c(SCc2nnc(-c3ccc(OC)c(OC)c3)o2)nc2sc3c(c2c1=O)CCC3	nt	nt	37
O=C(CN1C(=O)CCSc2ccccc21)Nc1ccc(F)cc1	0.05	0.32	30
O=C(C1=NNCC1c1ccc(Cl)cc1)C1CO1 (stereo not given)	0.24	-0.33	-33
CN(c1ncc(C(F)(F)F)cc1Cl)N1C(=O)c2cccc(N)c2C1=O	nt	nt	29
N/C(=N\c1nc2c(c(=O)[nH]1)CCCC2)Nc1ccc(Oc2ccccc2)cc1	-0.48	0.2	-119

Of the compounds above, 6 contain bromine:
SMILES	SDO1 yeast rescue	SDO1 yeast rescue Rescue 24 h	INS promoter inh
O=C(NC(=S)N1CCCc2ccccc21)c1ccc(Br)cc1	-1.6	-1.7	nt
O=C(N/N=C\c1cccc(Cl)c1)c1ccc(Cn2cc(Br)c([N+](=O)[O-])n2)o1	-0.54	-1	0
O=C(Oc1cccc(C(=O)N2CCOCC2)c1)c1ccc(Br)cc1	0.45	-0.22	26
O=C(Nc1nc(-c2cccc(Br)c2)cs1)Oc1ccccc1	-0.13	0.12	nt
CCc1cccc(NC(=O)c2ccc(Br)o2)c1	-0.09	-0.7	53
COc1ccccc1Oc1ccc2c(c1)C(=O)N(c1ccc(Br)c3cccnc13)C2=O	0.34	1.2	-69

Additional compounds follow:
SMILES	SDO1 yeast rescue	SDO1 yeast rescue Rescue 24 h	INS promoter inh
Clc1ccc(-c2cc3ccccc3nc2N2CCOCC2)cc1	nt	nt	-55
CC(C)c1ccc(/C=C/C(=O)NC2CCCCC2)cc1	0.01	0.45	-63
CC(C)(C)OC(=O)N1CCCC1C(=O)NCCc1ccccc1 (stereo not given)	-1.5	-0.4	-9
COc1ccc(-n2nc3c(c2NC(=O)c2ccc(N4C(=O)CCC4=O)cc2)CSC3)cc1	nt	nt	6
CC(C)Nc1nnc(SCC(=O)NCc2ccc3c(c2)OCO3)s1	nt	nt	-67
Nc1nc(Cl)nc2ccc(Br)cc12	0.75	0.15	29
Cc1noc(/C=C/N(C)C)c1S(=O)(=O)N(C)CC(=O)N1CCc2ccccc21	0.79	0.87	-75
CC(C)(C)c1ccc(OCc2ccc(C(=O)N/N=C/c3ccc([N+](=O)[O-])cc3)o2)cc1	-1.7	-2	-16
COc1ccc(-n2ncc3c(NCc4ccccn4)ncnc32)cc1	-0.14	-1.6	nt
COc1ccc(C(=O)N2CCN(c3nc4ccccc4o3)CC2)cc1OC	0.51	1.2	nt
O=C(Nc1ccccc1N1CCOCC1)c1ccccc1[N+](=O)[O-]	1	0.86	-17
CCC(=O)Nc1ccccc1C(=O)OCC(=O)c1ccc2ccccc2c1	-1.2	-0.9	27
COc1ccc(-c2cn[nH]c2-c2ccc(OCc3ccc([N+](=O)[O-])cc3)cc2O)cc1	-0.54	-0.01	nt
CN1C(=O)/C(=C\C=C2/CCCN2C)N(C)C1=S	nt	nt	-33
CCOc1ccc(NC(=O)c2cc3n(n2)C(C(F)(F)F)CC(c2ccco2)N3)cc1 (stereo not given)	-0.55	-0.44	nt
CCN(CC)CCNC(=O)CSc1c2c(nc3cc(Cl)ccc13)CCCC2	nt	nt	21
CCOC(=O)N1CCC(N(CCN(C)C)C(=S)Nc2cccc(SC)c2)CC1	nt	nt	6
CSC1=NC(C)(C)CC2(C)Nc3ccccc3N12 (stereo not given)	0.86	0.7	54
CCn1c(SCC(=O)NCc2ccccc2)nc2ccccc2c1=O	-0.15	-0.15	nt
CCCCc1ccc(-n2nnnc2SCC(=O)Nc2cc(OC)c([N+](=O)[O-])cc2C)cc1	-0.27	1.1	nt
Cc1cccc(Oc2ncnc3oc(-c4ccccc4)cc23)c1C	-1.6	-0.04	-57
Cc1ccc(Nc2nc(CSc3nnc(-c4ccccc4C)n3C)cs2)cc1	-1.1	-0.79	-44
COc1ccc(N2C(=NC(C)=O)SC3CS(=O)(=O)CC32)cc1OC (stereo not given)	1.9	2	-29
Oc1ccccc1-c1cc(C(F)(F)C(F)F)[nH]n1	0.22	0.34	-32
Cc1cccc(-n2cc(CN(C)Cc3nccn3C)c(-c3cccc(F)c3)n2)c1	nt	nt	-29
Cc1nnsc1C(=O)N/N=C/c1ccccc1	1.1	0.65	47
O=C(N/N=C/c1ccc(O)cc1)/C(=C/c1ccccc1)CCO	1.4	1.2	nt
O=C(NCc1ccccc1)C1Cc2ccccc2CN1C(=O)c1ccco1 (stereo not given)	nt	nt	-86
COc1ccc(CN2CCNC(=O)C2CC(=O)N2CCCCO2)c(OC)c1 (stereo not given)	nt	nt	22
COCC(=O)Nc1nc2ccc(S(C)(=O)=O)cc2s1	0.81	0.02	-45
CCOc1cc(/C=N/NC(=O)Cc2ccc(C(F)(F)F)cc2[N+](=O)[O-])ccc1O	-0.01	-0.75	-4
CSc1ccccc1C(=O)C1CCCN(C(=O)c2cc(C(C)C)no2)C1 (stereo not given)	nt	nt	19
O=C(c1cccs1)c1coc2ccc(O)cc12	-0.4	-0.43	-21
O=C(CNC(=S)NC(=O)c1cccs1)c1ccccc1	0.31	0.48	28
O=C(CN1CCN(c2ccccc2F)CC1)c1ccc2cc[nH]c2c1	-0.41	-0.35	nt
N#CCc1nc(CSc2nc3ccccc3o2)cs1	0.33	-0.01	-118
O=C(CCc1c[nH]c2ccccc12)NCC1COc2ccccc2O1 (stereo not given)	nt	nt	30
O=C1CCCN1CCCN1C(=O)N[C@@H](Cc2ccccc2)C1=O	0.44	0.54	nt
Cc1cc(NS(=O)(=O)c2ccc(NC(=O)CSc3nnc(-c4ccco4)n3C)cc2)nc(C)n1	0.67	0.28	20
CCC1(CC)C(=O)C(C)(C)C(=O)OC1c1cccs1 (stereo not given)	2.5	2.9	24
COc1ccc(CCNc2ncnc3nc[nH]c23)cc1OC	0.57	-0.17	-30
O=C(c1ccccc1Cl)N1CCN(c2ccccn2)CC1	0.17	-0.56	11
Cn1c(CNc2ccc(Cl)cc2)nnc1SCc1ccccc1	-2.6	-1.8	-10
Cc1ccc(N2C(=O)C(Cl)=C(NCCO)C2=O)c(C)c1	-0.86	-1.3	-20
O=C(CSc1nnc(SCc2ccccc2)s1)N/N=C/c1c[nH]c2ccccc12	nt	nt	0
CCOc1ccc(-n2c(=O)c3c4c(sc3n(CC(=O)NCC3CCCO3)c2=O)CCC4)cc1 (stereo not given)	nt	nt	0
COc1ccc(OC)c(NC(=S)NCc2ccc(S(N)(=O)=O)cc2)c1	nt	nt	-12
Cc1cc(C)n2cc(CSc3nnnn3-c3ccccc3C)nc2n1	0.99	1.4	6
COCCNC(=O)c1cc2sc3ccccc3c2s1	0.25	0.05	nt
O=C(Nc1ccc2sccc2c1)c1ccc(Cl)s1	-0.48	0.12	43
Cc1c(NC(=O)CN2CCN(c3ccccc3)CC2)c(=O)n(-c2ccccc2)n1C	-0.02	-0.54	25
Nc1ccc(C(=O)N2CCCC2)cc1	0.33	0.17	60
CC(NC(=O)c1ccncc1)C(C)(C)C (stereo not given)	0.26	0.84	17

A stretch taken from the entries so far, as a working copy:
SMILES	SDO1 yeast rescue	SDO1 yeast rescue Rescue 24 h	INS promoter inh
COCCNC(=O)c1cc2sc3ccccc3c2s1	0.25	0.05	nt
O=C(Nc1ccc2sccc2c1)c1ccc(Cl)s1	-0.48	0.12	43
Cc1c(NC(=O)CN2CCN(c3ccccc3)CC2)c(=O)n(-c2ccccc2)n1C	-0.02	-0.54	25

Assay outcomes as filed in PubChem.
